From PubChem BioAssay
Integrin act MD: qHTS for Activators of Integrin-Mediated Alleviation for Muscular Dystrophy; alpha7betagal myoblasts, beta-gal FDG fluorescence, 48 h; Potency, µM (doses to about 38.3 µM), inactives show at the highest dose activation, usual class: activators; 350,000 tested, 0.064% active; AID 624291, 2012;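 note: potency is the fitted concentration of half-maximal effect; 100% = response of the positive control SU9516; nearly all actives have a fitted effect of over 60% in size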
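Alpha7betagal+/- myoblasts (passage 13) were plated 16-24 hr, then exposed to compounds (1:260 dilution of DMSO stock) for 48 hours at 37C. After MPER lysis, β-galactosidase reporter activity was read as FDG fluorescence (ex 480/em 540) after 30 minutes.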
A-T KAP1 phos: qHTS Assay for Identifying a Potential Treatment of Ataxia-Telangiectasia. […] A-T fibroblasts, KAP-1 phosphorylation AlphaLISA; neocarzinostatin DNA damage 30 min before lysis. Potency, µM (top dose mostly 57.5 µM), for inactives: at the top dose activation, usual class: activators. 320,000 tested, 0.19% active; note: potency is the fitted concentration of half-maximal effect; % of control where 0% means no effect; nearly all actives have a fitted effect of over 45% in size
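ATM-like activity read as KAP-1 phosphorylation via AlphaLISA donor/acceptor antibody pairs after lysis and 6 hr at 25C. Cells were ATM-null patient fibroblasts ([…], hTERT), dosed 60 min, then exposed to the DSB inducer NCS for 30 min.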
Chronic BCR inh: qHTS Assay to Find Inhibitors of Chronic Active B-Cell Receptor Signaling; Potency, µM (doses to about 46.1 µM), for inactives: at the top dose ratio change, negative = lower green/red ratio, usual class: inhibitors; ABC-DLBCL IkBa-CBG/CBR reporter, luminescence ratio, 4 h; 340,000 tested, 0.05% active; AID 493014, 2011; active = well fitted inhibition curve with a large enough effect in the signal ratio, with a control signal flat, not every such curve was filed as active; inconclusive = small, poorly fitted or top-dose-only effect, or effect the other way, or a change in a side signal; the % refers to the signal ratio;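 note: potency is the fitted concentration of half-maximal effect; plate controls were basal doxycycline-induced cells for no effect and cells given 10 µM MG132 for full effect; MG132 reads +100%, hits lower the ratio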
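Concentration-response series (up to 46 uM) were applied to TMD8 dual-reporter cells for 4 h at 37C with doxycycline. Green/red ratio, after filter-overlap correction, defined %Activity; red signal alone was normalised to basal cells and zero luminescence.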
Tb PFK inh: qHTS Assay to Find Inhibitors of T. brucei phosphofructokinase. ATP-dependent 6-phosphofructokinase (Trypanosoma brucei brucei), O15648. Potency, µM (top dose mostly 57.5 µM), inactives show at the highest dose activity, negative = inhibition, most hits filed as inhibitors. 330,000 tested, 0.17% active. T. brucei PFK, ADP-Glo luminescence. AID 485367, 2010;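 note: potency is the fitted concentration of half-maximal effect; 0% = uninhibited 1x PFK enzyme wells and -100% = no-enzyme wells; nearly all actives have a fitted effect of over 60% in size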
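Activity is normalized to no-enzyme wells (full inhibition) and 1.25 nM enzyme wells (no inhibition). Reaction: 0.5 mM F6P, 0.1 mM ATP, 45 min RT, ADP-Glo luminescence; concentration-response curves fitted and classed by quality.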
ASM inhibitor: Inhibitors of Secretory Acid Sphingomyelinase (S-ASM): qHTS | Sphingomyelin phosphodiesterase (Homo sapiens), P17405 | placental ASM, HMU-PC fluorogenic substrate, 60 min | Potency, µM (top dose mostly 57.5 µM), for the others: at the highest dose activity change, negative = inhibition, most hits filed as inhibitors | 340,000 tested, 0.006% active | AID 504937, 2011; note: potency is the fitted concentration of half-maximal effect
Target sequence (P17405 47-631 limits assumed): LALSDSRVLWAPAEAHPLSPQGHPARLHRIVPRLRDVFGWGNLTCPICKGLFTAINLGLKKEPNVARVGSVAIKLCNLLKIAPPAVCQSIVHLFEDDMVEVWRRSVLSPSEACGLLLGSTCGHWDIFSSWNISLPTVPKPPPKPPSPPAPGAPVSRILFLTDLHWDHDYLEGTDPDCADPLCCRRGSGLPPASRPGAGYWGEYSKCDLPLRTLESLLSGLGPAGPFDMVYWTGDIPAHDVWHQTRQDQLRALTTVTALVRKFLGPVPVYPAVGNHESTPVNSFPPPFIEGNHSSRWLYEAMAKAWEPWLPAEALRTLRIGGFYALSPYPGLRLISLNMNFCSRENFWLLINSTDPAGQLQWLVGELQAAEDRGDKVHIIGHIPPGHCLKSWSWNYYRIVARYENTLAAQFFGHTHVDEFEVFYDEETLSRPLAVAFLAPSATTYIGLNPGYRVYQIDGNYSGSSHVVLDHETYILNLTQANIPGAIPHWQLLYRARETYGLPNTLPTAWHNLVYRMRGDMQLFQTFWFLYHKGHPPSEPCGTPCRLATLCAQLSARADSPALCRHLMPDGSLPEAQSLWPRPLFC
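Fluorogenic HMU-PC substrate (9 uM final) is turned over by placental ASM in 60 min at 37 C after a 10 min compound preincubation. Reaction ended by alkaline stop (pH 10), with fluorescence read at 386/447 nm.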
ELG1 repair inh: qHTS screen for small molecules that inhibit ELG1-dependent DNA repair in human embryonic kidney (HEK293T) cells expressing luciferase-tagged ELG1; HEK293T ELG1-luciferase reporter, luminescence, 16 h; DNA damage induced by 5-fluorouridine; Potency, µM (series often up to 46.1 µM), for inactives: at the highest dose activity change, negative = inhibition, usual class: inhibitors; 330,000 tested, 2.3% active; AID 504467, 2011; note: potency is the fitted concentration of half-maximal effect; % is set by controls: 0 for no effect and ±100 for the full control effect; nearly all actives have a fitted effect of over 55% in size
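Overnight (16 hr) co-exposure of 2,000 cells/well to 5-fluorouridine and compound at 37 °C preceded detection. Luciferase was quantified via ONE-Glo luminescence; loss of signal denotes inhibition.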
Mito fusion act: qHTS Assay for Small Molecule Inhibitors of Mitochondrial Division or Activators of Mitochondrial Fusion | Potency, µM (doses to about 46.1 µM), without a hit: at the highest dose growth rescue (activation), usual class: activators | S. cerevisiae fusion-defective mutant growth rescue, CellTiterGlo 48 h | 320,000 tested, 0.23% active | AID 485298, 2010;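 note: potency is the fitted concentration of half-maximal effect; % of control where 0% means no effect; nearly all actives have a fitted effect of over 45% in size; temperature-sensitive fusion mutants such as fzo1-1 at 37 °C on non-fermentable ethanol glycerol medium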
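Temperature-sensitive fusion-defective S. cerevisiae (e.g. fzo1-1, mgm1-5) were grown with compound in YPEG medium (3% ethanol, 3% glycerol) for 48 hours at 37C. Growth rescue was measured as viability by CellTiterGlo luminescence after 10 minutes at ambient.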
Eya2 phos inh: qHTS Assay for Inhibitors of the Phosphatase Activity of Eya2. Protein phosphatase EYA2 (Homo sapiens), O00167. recombinant Eya2, OMFP fluorescence dephosphorylation (OMFP is methylfluorescein phosphate). Potency, µM (highest dose often 76.9 µM), inactives show top-dose activity, negative = inhibition, most hits filed as inhibitors. 330,000 tested, 0.006% active. AID 488837, 2010; note: potency is the fitted concentration of half-maximal effect; % is set by controls: 0 for no effect and ±100 for the full control effect
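Eya2 (0.2 uM) preincubated 10 min at ambient with compound, then OMFP substrate added at 50 uM; 10 min reaction in 50 mM HEPES pH 7.5, 50 mM NaCl, 5 uM MgCl2, 0.05% BSA, 1 mM DTT. Fluorescence read at Ex 485/Em 525 nm.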
PTAP TSG101 blk: qHTS Assay for Iinhibitors of HIV-1 Budding by Blocking the Interaction of PTAP/TSG101; Tumor susceptibility gene 101 protein (Homo sapiens), Q99816; Fluorescence polarization, FITC-PTAP peptide / Tsg101 binding; Potency, µM (series often up to 115 µM), for inactives: at the top dose activity change, negative = inhibition, hits mostly inhibitors; 340,000 tested, under 10 active; AID 493005, 2010; active = well fitted inhibition curve with a large enough effect in the main read-out, with a control signal flat, not every such curve was filed as active; inconclusive = small, poorly fitted or top-dose-only effect, or effect the other way, or a change in a side signal; inactive = no such curve, though single readings can be large or run the other way; note: potency is the fitted concentration of half-maximal effect; % of control where 0% means no effect
Target sequence (Q99816 whole entry, looked up): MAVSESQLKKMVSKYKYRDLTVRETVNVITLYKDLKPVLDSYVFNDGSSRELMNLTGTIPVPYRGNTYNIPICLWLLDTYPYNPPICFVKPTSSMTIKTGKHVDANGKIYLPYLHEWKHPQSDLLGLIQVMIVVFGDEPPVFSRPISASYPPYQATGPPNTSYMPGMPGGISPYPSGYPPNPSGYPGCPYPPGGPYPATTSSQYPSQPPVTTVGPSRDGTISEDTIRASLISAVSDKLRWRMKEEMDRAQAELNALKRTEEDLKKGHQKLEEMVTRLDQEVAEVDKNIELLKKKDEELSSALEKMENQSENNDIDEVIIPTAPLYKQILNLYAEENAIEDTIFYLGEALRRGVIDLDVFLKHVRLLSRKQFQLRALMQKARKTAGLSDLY
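FP read-out: FITC-PTAP peptide, 50 nM final, binding Tsg101 binding domain, 10 uM final; 20 min, r.t.; 10 mM HEPES pH 7.5, 0.15 M NaCl, 0.01% Tween 20, 3 mM EDTA, 0.1 mM TCEP.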
TSHR antag: Antagonists of the Thyroid Stimulating Hormone Receptor: HTS campaign; Thyrotropin receptor (Homo sapiens), P16473; activity change, negative = inhibition, % at 11.5 µM; 330,000 tested, 0.2% active; TSHR-expressing cells, TSH-stimulated cAMP HTRF, 2 h; hits give low values;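 active = activity change below a set negative limit, meaning inhibition stronger than a set level, cut at about -70% in these data; inconclusive = activity change between two set negative limits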; note: % is set by controls: 0 for no effect and ±100 for the full control effect
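Competitive HTRF cAMP read-out (cryptate anti-cAMP antibody, cAMP-d2; 30 min, room temperature) in freshly harvested TSHR cells. Compounds added before TSH at EC80 (4nM final), followed by 2 hours' incubation at 37 deg C.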
TCR act: Activators of T cell receptors: qHTS campaign; primary human leukocytes, anti-CD3, IL-2 HTRF, 48 h; 330,000 tested, under 10 active; AID 504894, 2011; Potency, µM (titrated, usually from 9.22 µM), for the others: at the top dose activation of IL-2 secretion, actives largely listed as activators; note: % of control where 0% means no effect
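TCR engagement came from a-CD3 beads alone, with compounds added to primary human leukocytes for 48 hr. Secreted IL-2 bridged europium cryptate- and d2-labelled anti-IL-2 antibodies, giving FRET emission at 665nm after 320nm excitation.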
* = called active by the depositor; ? = inconclusive; nt = not tested or not shown; [ ] = remark or other dose. Unless noted, calls come from the whole dose curve; as a rule, active = well fitted curve in the direction sought with a large enough effect; inconclusive = small, poorly fitted or top-dose-only effect, or another doubt; inactive = no such curve, though single readings can be large; an effect the other way counts as inactive or inconclusive.

Every second line gives: PTAP TSG101 blk	A-T KAP1 phos	Integrin act MD	ELG1 repair inh	Tb PFK inh	Chronic BCR inh	ASM inhibitor	Eya2 phos inh	TCR act	TSHR antag	Mito fusion act
- Cc1csc(Nc2nc(N)c(C(=O)Nc3cc(Cl)ccc3F)o2)n1
  -3%	-1%	-6%	7%	-3%	5%	-1%	-28%	3%	16	7%
- COc1cccc(/C=N/NC(=O)C(=O)N2CCCCCC2)c1O
  -2%	3%	0%	?	0%	-3%	-1%	-6%	1%	5	1%
- Cc1ccc(S(=O)(=O)N2CCN(C(=O)C3CCCCC3)CC2)cc1
  -4%	7%	5%	1%	-1%	?	6%	-8%[15.4 µM]	4%	5	1%
- Cn1c(SCC(=O)O)nnc1-c1cccc(NC(=O)c2cccc3ccccc23)c1
  1%	-3%	?	5%	10%	4%	4%	-1%	-7%	-10	-6%
- Cc1ccc(SCCN2CCC(NC(=O)OCc3ccccc3)CCC2=O)cc1 (configuration not stated)
  0%	nt	-15%	?	-1%	15%	3%	-7%	-4%	-7	nt
- Clc1cccc(CSc2nccn2-c2ccccc2)c1
  -1%	-3%	7%	8%	2%	?	0%	0%	3%	13	-7%
- O=C(CN1CCN(C(=O)c2cccc(S(=O)(=O)N3CCCC3)c2)CC1)Nc1cccc(F)c1
  1%	-1%	-24%	-2%	-1%	-6%	0%	5%	1%	-9	5%
- CCN1C(=O)/C(=C2/Sc3ccccc3N2CC)SC1=S
  -4%	-3%	3%	14%	0%	3%	2%	-4%	-2%	-3	2%
- COC(=O)C1CCN(C(=O)c2cc(-c3ccco3)nc3ccccc23)CC1
  -10%	-18%	0%	-11%	2.7µM*	8%	212%[activator]	-20%	nt	nt	nt
- CC(C)(O)CNC(=O)C(Cc1ccccc1)N1C(=O)c2ccccc2C1=O (configuration not stated)
  3%	18%	?	0%	-1%	-5%	0%	-8%	-3%	1	-3%
- Cc1c(Cl)cccc1NC(=O)CNC(=O)Cc1c[nH]c2ccccc12
  -2%	7%	15%	5%	-10%	-6%	-1%	-26%	2%	-10	-2%
- CC(C)C(=O)Nc1cc(=O)[nH]c2ncnn12
  -9%	-3%	15%	5%	-8%	3%	3%	20%	3%	-7	-4%
- Cc1ccc(N(CCC(=O)O)S(=O)(=O)c2ccccc2)cc1
  -1%	5%	14%	6%	0%	1%	5%	8%	-5%[46.1 µM]	0	-2%
- Cc1ccc2nc(-c3cccc(N)c3)[nH]c2c1
  0%	3%	9%	?	-4%	?	3%	4%	7%[46.1 µM]	3	-7%
- CCCCN(C)C(=O)c1nc2ccccn2c1CNCCCn1ncc2ccccc21
  -5%	0%	-12%	-1%	-2%	-9%	-1%	5%	-1%	0	4%
- Cc1cc(C)n(-c2ccc(F)cc2)c(=O)c1C(=O)O
  -11%	-6%	13%	-3%	2%	0%	1%	10%	6%	16	-1%
- COc1cccc(CNC(=O)C2(C)Oc3ccccc3NC2=O)c1 (configuration not stated)
  -1%	3%	-16%	?	3%	-13%	2%	5%	-2%	-5	-1%
- O=C(Nc1ccc(S(=O)(=O)N2CCOCC2)cc1)c1cccnc1
  0%	7%	12%	-1%	5%	-14%	0%	-13%	-3%	-7	1%
- C[C@H]1NC(=O)[C@@]2(C)[C@H](c3ccccc3)[C@H]3COc4ccccc4[C@@H]3N2C1=O
  -1%	12%	-33%	-1%	4%	?	4%	8%	-1%	-10	nt
- Cn1c(N)c(C(=O)CSc2n[nH]c(N)n2)c(=O)n(C)c1=O
  0%	-7%	16%	12%	0%	-10%	5%	-17%	7%	-1	-5%
- O=C(OCc1nnc(-c2ccc(Cl)cc2)o1)c1ccc(=O)n(Cc2ccccc2)n1
  -5%	-3%	15%	25%	-5%	-1%	-7%	-6%	-1%	-5	0%
- O=C(O)c1ccc(S(=O)(=O)Nc2ccc(O)c(Sc3nc4ccccc4s3)c2)cc1
  -2%	-4%	-11%	-7%	-6%	4%	8%	-1%	9%	11	6%
- CCCCc1nc(SCc2ccc([N+](=O)[O-])cc2)n[nH]1
  1%	1%	-40%	-8%	-2%	?	3%	-1%	0%	-1	2%
- COc1cccc(C(=O)c2cn(CC(=O)NCc3ccco3)c3nc(C)ccc3c2=O)c1
  0%	-1%	-18%	4%	2%	-1%	9%	-8%	12%	13	3%
- CCCC1=Nc2cc(C(=O)N3CCCC3)ccc2Sc2ccc(C)cc21
  -5%	2%	-24%	13%	8%	3%	-15%	6%	1%	14	13%
- CC(C)NCCOc1cccc(Br)c1
  1%	2%	1%	4%	-3%	-16%	4%	-14%	-2%	-2	-3%
- O=C(CN1CCN(C(=O)C2CCCO2)CC1)Nc1c(Cl)cccc1Cl (configuration not stated)
  -1%	-1%	-2%	0%	1%	?	3%	0%	-1%	-3	-1%
- CC(=O)N1N=C(c2cccs2)CC1c1cccs1 (configuration not stated)
  1%	6%	-16%	2%	0%	2%	1%	1%	14%	10	3%
- Cc1cccc(C)c1NC(=S)NCCc1ccccn1
  -9%	-4%	7%	2%	1%	?	3%	1%	-3%[46.1 µM]	7	-3%
- Nc1nnc(SCC(=O)NC2CCCc3ccccc32)s1 (configuration not stated)
  -3%	-1%	-25%	-7%	-4%	3%	0%	11%	7%	-4	-2%
- CCOC(=O)CCc1c(C)nc(-n2[nH]c(C)c(CCO)c2=O)[nH]c1=O
  -5%	0%	8%	11%	0%	1%	5%	11%	3%	5	-4%
- CN(C)c1ccc(C(=O)OCC(=O)Nc2cccc(S(=O)(=O)N3CCCC3)c2)cc1
  -4%	5%	-21%	?	-1%	?	-8%	-2%	-4%	-1	nt
- CC(=O)NC1C(=O)N(CC(C)C)c2ccccc21 (configuration not stated)
  -3%	nt	-40%	13%	1%	7%	4%	-1%	-20%	10	0%
- CC(C)[C@H](NS(=O)(=O)c1ccc2c(c1)OCCO2)C(=O)OCC(=O)Nc1cccc(Cl)c1Cl
  -7%	3%	5%	-26%	0%	0%	-8%	-1%	0%[46.1 µM]	-10	4%
- Cc1ccc(-n2c(C)nc3c(cnn3-c3ccccc3Cl)c2=O)cc1C
  -2%	nt	-2%	-4%	-1%	-8%	0%	-4%	-5%	3	-1%
- NS(=O)(=O)c1ccc(CCNc2cc(=O)n(Cc3ccc(F)cc3)c(=O)[nH]2)cc1
  -8%	-1%	-6%[7.66 µM]	0%	0%	12%	2%	2%	1%	0	-2%
- Clc1ccc2c(c1)C1=C(C(c3ccncc3)O2)C(c2ccc(Br)cc2)n2ncnc2N1 (configuration not stated)
  -7%	-3%	0%	?	-4%	?	132%[activator]	-14%	-1%	-3	-5%
- NCCCC[C@H]1CNC(=O)C(=O)N1CC1CCCCC1
  0%	18%	15%	24%	-18%	4%	3%	-3%	16%	18	-7%
- CCOC(=O)c1cccc(-n2c(C)cc(C=O)c2C)c1
  -2%	-5%	14%	21%	0%	-8%	2%	7%	-4%[46.1 µM]	4	9%
- CC1CCCCN1C(=O)C(=O)c1cn(CC(=O)N2CCCCCC2)c2ccccc12 (configuration not stated)
  -3%	0%	4%	-2%	-1%	-3%	2%	1%	-1%	12	-1%
- CCC(NC(=O)NCc1ccccc1)(C(F)(F)F)C(F)(F)F
  0%	-5%	8%	0%	2%	-6%	2%	-8%	-5%[46.1 µM]	27	-3%
